Screening data (PubChem BioAssay)
N-glyco inh: blocks N-linked glycosylation in D54 reporter cells; AID 588692; D54 ERlucT glycosylation luciferase reporter, 24 h; percent of 100 nM tunicamycin response; 360,000 tested, 0.23% active; reporter increase, % at 12.5 µM;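 active = mean luciferase reporter signal, scaled so untreated is 0 and the glycosylation-blocking control 100, at or above a set limit in every replicate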;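 also: luciferase carries N-glycosylation sites so blocking glycosylation raises the light; 0% = median of neutral control wells and 100% = median of 100 nM tunicamycin wells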
MC4R antagonist: blocks human MC4R cAMP signaling; AID 540295; 360,000 tested, 0.48% active; P32245; MC4R-expressing cells, MTII-stimulated cAMP, LANCE TR-FRET; inhibition, % at 6.5 µM;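 active = inhibition above its plate's cutoff, the mean of tested wells on that plate plus 3 SD, cut at about 29% in these data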;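 also: 0% = Melanotan II alone and 100% = Melanotan II plus saturating MCL0020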
Target sequence (P32245 whole entry, looked up): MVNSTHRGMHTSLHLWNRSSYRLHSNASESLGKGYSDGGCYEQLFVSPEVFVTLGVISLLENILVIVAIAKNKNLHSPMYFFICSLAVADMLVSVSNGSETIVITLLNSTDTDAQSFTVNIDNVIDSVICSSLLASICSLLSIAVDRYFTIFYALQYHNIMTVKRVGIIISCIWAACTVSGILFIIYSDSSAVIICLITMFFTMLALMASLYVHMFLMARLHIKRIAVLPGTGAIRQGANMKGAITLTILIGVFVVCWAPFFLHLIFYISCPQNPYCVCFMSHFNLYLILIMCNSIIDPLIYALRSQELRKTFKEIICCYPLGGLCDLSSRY
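System: U2OS cells stably expressing human melanocortin 4 receptor (MC4R). Reagent: Melanotan II challenge after compound preincubation. Doses: 6.5 µM. Times: 30-min compound, 1-h challenge, 1-h detection, room temperature. Measured by: TR-FRET with Eu-cAMP and labeled anti-cAMP, 671 nm. Replicates: singlicate.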
Cardio protect: protects H9c2 cardiomyocytes from peroxide injury; 360,000 tested, 0.63% active; protection from H2O2 cell death, % at 20 µM; H2O2 injury protection, ATPLite, 2 h;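 active = compounds giving at least 50% protection of heart cells from peroxide-induced death in the single-dose screen, raw or plate-pattern-corrected value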;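 also: 0% = DMSO wells with peroxide and 100% = DMSO wells without peroxide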
aDG glyco act: increases alpha dystroglycan glycosylation | Pro5-aDG cells, alpha-DG glycosylation AlphaScreen (IIH6); 0% Pro5, 100% B10-LARGE cell signal | activation, % at 10 µM | 360,000 tested, 0.22% active | AID 624168;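 active = activation of at least 8% versus controls, or a plate z-score of at least 8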;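 also: Pro5 are CHO cells carrying HIG-tagged alpha-DG that lacks glycosylation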
PDI turbidity: PDI (human) enzyme inhibition; 350,000 tested, 0.052% active; P07237; inhibition, % at 10 µM; PDI insulin aggregation turbidity, A650, 90 min; AID 588391;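 active = mean inhibition across replicates of 30% or more, whatever share of single replicates reach that level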;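 also: absorbance from insulin aggregation driven by PDI reduction with DTT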
m5-HT2A agonist: activates the mouse 5-HT2A serotonin receptor. P35363. CHO-K1 mHTR2A beta-arrestin complementation, luminescence; percent of 30 µM serotonin response. activation, % at 7.6 µM. 360,000 tested, 0.66% active;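 active = activation above a run cutoff, the mean activation of all tested compounds plus 3 SD, cut at about 14% in these data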;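 also: 0% = plate median of compound wells and 100% = 30 µM serotonin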
Target sequence (P35363 whole entry, looked up): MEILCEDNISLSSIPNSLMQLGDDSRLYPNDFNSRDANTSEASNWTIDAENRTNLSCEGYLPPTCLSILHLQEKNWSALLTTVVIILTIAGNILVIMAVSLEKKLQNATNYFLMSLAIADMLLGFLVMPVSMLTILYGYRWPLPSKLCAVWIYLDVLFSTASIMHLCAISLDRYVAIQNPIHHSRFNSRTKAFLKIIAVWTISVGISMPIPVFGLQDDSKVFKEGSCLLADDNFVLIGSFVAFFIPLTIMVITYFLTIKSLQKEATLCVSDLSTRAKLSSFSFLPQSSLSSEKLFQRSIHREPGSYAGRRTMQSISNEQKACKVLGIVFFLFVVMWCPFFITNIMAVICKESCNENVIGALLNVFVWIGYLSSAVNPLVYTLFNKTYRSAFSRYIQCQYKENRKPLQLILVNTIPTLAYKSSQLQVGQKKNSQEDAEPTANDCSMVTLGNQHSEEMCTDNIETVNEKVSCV
CaV13 ICDI inh: Disruptors of the CACNA1D IQ motif to Ca2+-dependent inactivation inhibitor domain association, primary screening, Förster resonance energy transfer in intact living …; HEK cells, CFP/YFP FRET ICDI-IQ, plate reader, 10 min; percent FRET-ratio fall versus neutral wells; inhibition, % at 12.3 µM; 340,000 tested, 0.098% active;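 active = mean replicate inhibition of at least 30% and at least 1% of replicates passing that level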;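 also: 0% = median of the neutral control wells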
ABCB6 inh MLPCN: blocks the human ABCB6 transporter; K562-ABCB6 porphyrin accumulation, flow cytometry, 1 h; stronger effect = lower value; fluorescence ratio to DMSO, % at 10 µM; 360,000 tested, 0.19% active; AID 602162;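 active = fluorescence ratio to DMSO below 75%, the collection mean minus 3 SD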;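 also: signal is porphyrin accumulated inside mitochondria; 100% equals median channel fluorescence of DMSO control wells; lower ratio means ABCB6 inhibition with less porphyrin fluorescence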
MC4R ag barr: human MC4R agonism via beta-arrestin; P32245; U2OS MC4R beta-arrestin complementation, luminescence; percent of melanotan II response, DMSO zero; activation, % at 8.9 µM; 360,000 tested, 0.98% active; AID 540308;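 active = activation above a per-plate cutoff, the mean activation of sample wells on that plate plus 3 SD, cut at about 8% in these data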
Vif imaging: HIV Vif inhibition | HEK293T cells, Vif self-association by quenched fluorescence, imaging, 24 h | inhibition, % at 7.49 µM | 340,000 tested, 0.35% active | AID 602346; in the data active = inhibition above about 50%, passing the limit was not always enough; also: some results filed as inactive read as strong as hits
The depositor's hits bear a star.

For O=C(COc1ccccc1)NC1C(=O)N2C(C(=O)O)=C(Cl)CSC12 (stereo not drawn) the results were N-glyco inh 1, MC4R antagonist -1, Cardio protect 8, aDG glyco act 0.1, PDI turbidity 0, m5-HT2A agonist 1, CaV13 ICDI inh 24, ABCB6 inh MLPCN 99, MC4R ag barr -1.1 and Vif imaging 1.
COc1cc(C=CC(=O)N2CCN(CC(=O)N3CCCC3)CC2)cc(OC)c1OC was read as N-glyco inh 1, MC4R antagonist -4, Cardio protect -1, aDG glyco act 0.0, PDI turbidity -10, m5-HT2A agonist -1, CaV13 ICDI inh -4, ABCB6 inh MLPCN 91, MC4R ag barr -1.5 and Vif imaging -3.
Screening Cc1nnc(SCc2cccc3ccccc23)n(N)c1=O returned N-glyco inh -3, MC4R antagonist 9, Cardio protect 0, aDG glyco act -0.2, PDI turbidity -3, m5-HT2A agonist 2, CaV13 ICDI inh -3, ABCB6 inh MLPCN 100, MC4R ag barr -0.1 and Vif imaging 7.
Cn1c(=O)[nH]c(=O)c2c1nc(N1CCOCC1)n2CC(=O)c1ccccc1 was read as N-glyco inh 1, MC4R antagonist 14, Cardio protect 14, aDG glyco act 0.2, PDI turbidity 2, m5-HT2A agonist 0, CaV13 ICDI inh 1, ABCB6 inh MLPCN 98, MC4R ag barr -3.3 and Vif imaging 2.
`COc1cccc(C(=O)NC2=NCCS2)c1OC` gave N-glyco inh 2, MC4R antagonist -6, Cardio protect -4, aDG glyco act 0.0, PDI turbidity 3, m5-HT2A agonist 2, CaV13 ICDI inh -5, ABCB6 inh MLPCN 119, MC4R ag barr 1.2 and Vif imaging 4.
For Cc1nc(N(C)Cc2ccccc2)c2c(C)c(C)sc2n1 the results were N-glyco inh -3, MC4R antagonist -8, Cardio protect 0, aDG glyco act 0.3, PDI turbidity -2, m5-HT2A agonist -2, CaV13 ICDI inh -3, ABCB6 inh MLPCN 105, MC4R ag barr 3.4 and Vif imaging -16.
`O=C(NCC1CC1)c1ccc(-c2cn[nH]c2)c2ccoc12` gave N-glyco inh -2, MC4R antagonist 2, Cardio protect -1, aDG glyco act -0.2, PDI turbidity 5, m5-HT2A agonist 5, CaV13 ICDI inh -5, ABCB6 inh MLPCN 93, MC4R ag barr -0.9 and Vif imaging 8.
Screening CN1C=CC=C/C1=C(\C#N)c1nc2ccccc2[nH]1 returned N-glyco inh 1, MC4R antagonist -7, Cardio protect 4, aDG glyco act -0.1, PDI turbidity 1, m5-HT2A agonist -2, CaV13 ICDI inh -8, ABCB6 inh MLPCN 93 and MC4R ag barr -0.7.
For Cc1noc(C)c1S(=O)(=O)NCc1ccc(CN(C)C)cc1 the results were N-glyco inh 1, MC4R antagonist 10, Cardio protect 8, aDG glyco act -0.2, PDI turbidity 6, m5-HT2A agonist -6, CaV13 ICDI inh -2, ABCB6 inh MLPCN 98, MC4R ag barr -1.9 and Vif imaging -3.
Screening CC(OC(=O)c1ccccc1C(=O)N(C)C1CCCCC1)C(=O)NC1(C#N)CCCCC1 (stereo not drawn) returned N-glyco inh 1, MC4R antagonist -3, Cardio protect 1, aDG glyco act 0.0, PDI turbidity 8, m5-HT2A agonist -1, CaV13 ICDI inh -6, ABCB6 inh MLPCN 100, MC4R ag barr 2.1 and Vif imaging -1.
CCCNC(=O)COc1coc(CN2CCN(c3ccccc3OC)CC2)cc1=O was read as N-glyco inh 0, MC4R antagonist 0, Cardio protect -1, aDG glyco act -0.1, PDI turbidity -10, m5-HT2A agonist 3, CaV13 ICDI inh -7, ABCB6 inh MLPCN 105, MC4R ag barr -0.5 and Vif imaging 3.
For O=C(CSc1nccn1-c1ccccc1)c1ccc(Br)cc1 the results were N-glyco inh -1, MC4R antagonist 13, Cardio protect -15, aDG glyco act -0.1, PDI turbidity 7, m5-HT2A agonist -2, CaV13 ICDI inh -4, ABCB6 inh MLPCN 108, MC4R ag barr 0.2 and Vif imaging 2.
O=C(Nc1nc2ccc(S(=O)(=O)N3CCCC3)cc2s1)c1cccs1 was read as N-glyco inh 2, MC4R antagonist 14, Cardio protect -2, aDG glyco act -0.2, PDI turbidity -4, m5-HT2A agonist -2, CaV13 ICDI inh -5, ABCB6 inh MLPCN 99, MC4R ag barr -0.2 and Vif imaging 6.
For CCc1nc2ccc(C(=O)Nc3cccc(OC)c3)cn2c1N(CC)CCN(C)C the results were N-glyco inh -2, MC4R antagonist 2, Cardio protect 7, aDG glyco act -0.2, PDI turbidity 11, m5-HT2A agonist -2, CaV13 ICDI inh -5, ABCB6 inh MLPCN 96, MC4R ag barr -1.4 and Vif imaging 15.
CN1CCN(c2ccc(CNC[C@H]3O[C@@H](n4cnc5c(=O)[nH]c(N)nc54)[C@H](O)[C@@H]3O)c(F)c2)CC1 was read as N-glyco inh 0, Cardio protect 0, aDG glyco act -0.1, m5-HT2A agonist 4, CaV13 ICDI inh -5, ABCB6 inh MLPCN 92 and Vif imaging 0.
`Cc1ccccc1-n1nc2c(c1NC(=O)C1CC1)CS(=O)(=O)C2` gave N-glyco inh 1, MC4R antagonist -7, Cardio protect 0, aDG glyco act -0.1, PDI turbidity -9, m5-HT2A agonist 9, CaV13 ICDI inh 1, ABCB6 inh MLPCN 98, MC4R ag barr 1.1 and Vif imaging 22.
For CCCCOc1ccc(C(=O)N/C(=C/c2cccc([N+](=O)[O-])c2)C(=O)O)cc1 the results were N-glyco inh 2, MC4R antagonist 18, Cardio protect 1, aDG glyco act 0.2, PDI turbidity -4, m5-HT2A agonist 4, CaV13 ICDI inh -1, ABCB6 inh MLPCN 104, MC4R ag barr -1.4 and Vif imaging 1.
`CC(CN1CCN(Cc2ccccc2)CC1)OC(=O)c1ccco1` (stereo not drawn) gave N-glyco inh 0, MC4R antagonist 16, Cardio protect -1, aDG glyco act -0.1, PDI turbidity -3, m5-HT2A agonist 0, CaV13 ICDI inh 6, ABCB6 inh MLPCN 102, MC4R ag barr -1.9 and Vif imaging -3.
Screening CC(C)OP(=O)(OC(C)C)C(Nc1ccc(C(=O)O)cc1)c1ccccc1 (stereo not drawn) returned N-glyco inh 1, MC4R antagonist 8, Cardio protect 0, aDG glyco act 0.0, PDI turbidity 4, m5-HT2A agonist 7, CaV13 ICDI inh -2, ABCB6 inh MLPCN 92, MC4R ag barr -2.0 and Vif imaging 13.
`Cn1c(CCN2CCOCC2)nc2cc(NC(=O)c3cccs3)ccc21` gave N-glyco inh -4, MC4R antagonist -1, Cardio protect 5, aDG glyco act -0.1, PDI turbidity -1, m5-HT2A agonist 6, CaV13 ICDI inh -7, ABCB6 inh MLPCN 95, MC4R ag barr 0.7 and Vif imaging 0.
Screening Nc1nc(NCCOCCO)nc(NCC2CCCO2)c1[N+](=O)[O-] (stereo not drawn) returned N-glyco inh 3, MC4R antagonist 12, Cardio protect 4, aDG glyco act -0.2, PDI turbidity 5, m5-HT2A agonist 2, CaV13 ICDI inh 2, ABCB6 inh MLPCN 99, MC4R ag barr -0.2 and Vif imaging -9.
For CCCn1nc(C(=O)Nc2ccc(S(=O)(=O)Nc3ncccn3)cc2)c2ccccc2c1=O the results were N-glyco inh 1, MC4R antagonist 11, Cardio protect -7, aDG glyco act 0.1, PDI turbidity 9, m5-HT2A agonist -4, CaV13 ICDI inh 3, ABCB6 inh MLPCN 96, MC4R ag barr 0.1 and Vif imaging -9.
`O=C(CSc1nnc(-c2ccncc2)n1-c1ccc(Cl)cc1)N1CCOCC1` gave N-glyco inh 2, MC4R antagonist 3, Cardio protect -3, aDG glyco act 0.0, PDI turbidity 4, m5-HT2A agonist 2, CaV13 ICDI inh -4, ABCB6 inh MLPCN 98, MC4R ag barr -1.6 and Vif imaging 11.
S=C(NCc1ccco1)N1CCN(c2ccccn2)CC1 was read as N-glyco inh -1, MC4R antagonist 2, Cardio protect -2, aDG glyco act 0.5, PDI turbidity -1, m5-HT2A agonist 2, CaV13 ICDI inh -5, ABCB6 inh MLPCN 89, MC4R ag barr -1.7 and Vif imaging 0.
For CCOC(=O)C1CCN(C(=O)CSCc2nc(-c3ccc(OCC)cc3)oc2C)CC1 the results were N-glyco inh 5, MC4R antagonist 8, Cardio protect -28, aDG glyco act 4.3, PDI turbidity 2, m5-HT2A agonist 16*, CaV13 ICDI inh -4, ABCB6 inh MLPCN 92, MC4R ag barr -0.4 and Vif imaging -14.
O=C(NNC(=O)c1ccc2ccccc2c1O)c1ccccc1Cl was read as N-glyco inh 2, MC4R antagonist 4, Cardio protect 25, aDG glyco act -0.4, PDI turbidity -5, m5-HT2A agonist 2, CaV13 ICDI inh 0, ABCB6 inh MLPCN 101 and MC4R ag barr -1.1.
For COc1ccccc1N(CC(=O)NC(C)(C)C)C(=O)C1CSC(=O)C1 (stereo not drawn) the results were N-glyco inh 1, MC4R antagonist 6, Cardio protect 2, aDG glyco act -0.1, PDI turbidity 0, m5-HT2A agonist 2, CaV13 ICDI inh -4, ABCB6 inh MLPCN 103, MC4R ag barr -2.3 and Vif imaging -1.
O=[N+]([O-])c1ccc(O)c(/C=N\N=C2c3ccccc3-c3ccccc32)c1 was read as N-glyco inh -3, MC4R antagonist 6, Cardio protect -28, aDG glyco act -0.2, PDI turbidity 6, m5-HT2A agonist 0, CaV13 ICDI inh -7, ABCB6 inh MLPCN 96, MC4R ag barr -1.8 and Vif imaging -17.
For CSc1nc(O)cc(=O)n1-c1ccc(F)cc1 the results were N-glyco inh 2, MC4R antagonist 5, Cardio protect -2, aDG glyco act 0.2, PDI turbidity 4, m5-HT2A agonist 2, CaV13 ICDI inh -2, ABCB6 inh MLPCN 98, MC4R ag barr -1.5 and Vif imaging -5.
`CCN1CCN(c2ccc(S(=O)(=O)N3CCCCC3)cc2NC(=O)c2cc3ccccc3o2)CC1` gave N-glyco inh -3, MC4R antagonist -1, Cardio protect 0, aDG glyco act 1.1, PDI turbidity -12, m5-HT2A agonist -2, CaV13 ICDI inh -6, ABCB6 inh MLPCN 99 and MC4R ag barr -1.8.
`Cc1cc(NC(=O)CSc2ccc(Cl)cc2)no1` gave N-glyco inh 0, MC4R antagonist -5, Cardio protect 5, aDG glyco act 0.1, PDI turbidity -15, m5-HT2A agonist -2, CaV13 ICDI inh -9, ABCB6 inh MLPCN 97, MC4R ag barr 1.5 and Vif imaging 17.
Screening CC(C)(C)NC(=O)C(c1ccc(F)cc1)N(CC1CCCO1)C(=O)CCC(=O)Nc1ccccn1 (stereo not drawn) returned N-glyco inh 2, MC4R antagonist 3, Cardio protect 2, aDG glyco act 0.1, PDI turbidity -6, m5-HT2A agonist 13, CaV13 ICDI inh -3, ABCB6 inh MLPCN 102, MC4R ag barr -1.2 and Vif imaging 3.
For Cc1nnc(-c2ccc(Oc3ccc(Cl)cc3)c([N+](=O)[O-])c2)o1 the results were N-glyco inh -3, MC4R antagonist 1, Cardio protect -6, aDG glyco act 0.1, PDI turbidity -9, m5-HT2A agonist 0, CaV13 ICDI inh -19, ABCB6 inh MLPCN 103, MC4R ag barr -0.7 and Vif imaging -8.
